Compound activity from PubChem BioAssay.
USP17 inh = human USP17-like deubiquitinase inhibition | A8MUK1 | purified USP17, Ub-rhodamine cleavage fluorescence, 3 h | inhibition, % at 50 µM | 47,000 compounds, 6.5% hits
OTUD3 block = blocks human OTUD3 ubiquitin-rhodamine cleavage; Q5T2D3; purified OTUD3, Ub-rhodamine fluorescence, 2 h; inhibition, % at 25 µM; 47,000 compounds, 0.7% hits; AID 1645858
UCHL1 inh = blocks human UCHL1 ubiquitin-rhodamine cleavage | AID 1645859 | 47,000 compounds, 0.2% hits | P09936 | inhibition, % at 20 µM | purified UCHL1, Ub-rhodamine cleavage fluorescence
Target sequence (P09936 whole entry, looked up): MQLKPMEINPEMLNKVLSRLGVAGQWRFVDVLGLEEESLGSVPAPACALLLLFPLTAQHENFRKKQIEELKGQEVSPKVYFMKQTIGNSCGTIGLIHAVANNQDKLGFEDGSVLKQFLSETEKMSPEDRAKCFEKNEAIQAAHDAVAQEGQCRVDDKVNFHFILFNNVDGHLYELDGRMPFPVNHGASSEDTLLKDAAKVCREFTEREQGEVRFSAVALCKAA
USP30 block = inhibitors of human USP30 deubiquitinase. Q70CQ3. purified USP30, Ub-rhodamine cleavage fluorescence. inhibition, % at 25 µM. 47,000 compounds, 5.3% hits. AID 1645860
USP8 inh = inhibitors of human USP8 deubiquitinase; inhibition, % at 20 µM; P40818; purified USP8, Ub-rhodamine cleavage fluorescence, 30 min; 47,000 compounds, 4.2% hits
USP28 inh = blocks human USP28 ubiquitin-rhodamine cleavage | Q96RU2 | purified USP28, Ub-rhodamine cleavage fluorescence, 30 min | inhibition, % at 25 µM | 47,000 compounds, 3% hits | AID 1645857
USP7 block = human USP7 deubiquitinase inhibition; inhibition, % at 20 µM; 47,000 compounds, 0.3% hits; purified USP7, Ub-rhodamine cleavage fluorescence; AID 1645854; Q93009
USP10 inh = inhibitors of human USP10 deubiquitinase; purified USP10, Ub-rhodamine fluorescence, 60 min; inhibition, % at 20 µM; 47,000 compounds, 1.1% hits
Target sequence (Q14694 whole entry, looked up): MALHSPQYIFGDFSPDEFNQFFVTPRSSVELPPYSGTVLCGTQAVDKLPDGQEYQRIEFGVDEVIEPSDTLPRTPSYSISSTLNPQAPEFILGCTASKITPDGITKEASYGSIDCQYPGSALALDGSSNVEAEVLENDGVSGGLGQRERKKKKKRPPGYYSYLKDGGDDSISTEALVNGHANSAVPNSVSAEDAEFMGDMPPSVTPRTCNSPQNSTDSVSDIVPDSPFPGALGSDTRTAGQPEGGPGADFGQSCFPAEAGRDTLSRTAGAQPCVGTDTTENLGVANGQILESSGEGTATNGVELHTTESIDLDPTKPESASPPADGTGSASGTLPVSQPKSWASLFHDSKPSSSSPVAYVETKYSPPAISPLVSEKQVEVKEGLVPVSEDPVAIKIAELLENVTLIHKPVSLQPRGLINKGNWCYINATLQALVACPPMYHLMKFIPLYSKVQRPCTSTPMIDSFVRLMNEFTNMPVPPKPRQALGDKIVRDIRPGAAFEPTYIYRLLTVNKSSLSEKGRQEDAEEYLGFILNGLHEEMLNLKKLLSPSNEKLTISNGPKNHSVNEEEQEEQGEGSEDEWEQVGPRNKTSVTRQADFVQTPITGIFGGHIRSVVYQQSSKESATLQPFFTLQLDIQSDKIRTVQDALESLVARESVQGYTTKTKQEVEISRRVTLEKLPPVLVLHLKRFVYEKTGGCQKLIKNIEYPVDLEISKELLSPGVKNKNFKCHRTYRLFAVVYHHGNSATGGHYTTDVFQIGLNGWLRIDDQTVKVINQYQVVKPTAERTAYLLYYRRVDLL
Active calls of the source: *; i = inactive; nt = not tested or not shown. No stated cut-off is given here; in the data, active means inhibition above about 30%; inactive means the rest.

Start of the listing, in advance:
SMILES	USP17 inh	OTUD3 block	UCHL1 inh	USP30 block	USP8 inh	USP28 inh	USP7 block	USP10 inh
CCOc1ccccc1NS(=O)(=O)c1ccc2c(c1)CCCC(=O)N2	1	2	1	12	-3	6	1	1
Cc1cccc(NS(=O)(=O)c2ccc3onc(C(=O)N4CCOCC4)c3c2)c1	7	11	2	22	0	8	8	5

The list itself, repeating the preview:
SMILES	USP17 inh	OTUD3 block	UCHL1 inh	USP30 block	USP8 inh	USP28 inh	USP7 block	USP10 inh
CCOc1ccccc1NS(=O)(=O)c1ccc2c(c1)CCCC(=O)N2	1	2	1	12	-3	6	1	1
Cc1cccc(NS(=O)(=O)c2ccc3onc(C(=O)N4CCOCC4)c3c2)c1	7	11	2	22	0	8	8	5
CN1CCc2cc(C(CNC(=O)COc3ccc(F)cc3)N3CCCC3)ccc21 (stereo not drawn)	nt	-17	-6	-46	-21	-21	-8	-6
Cc1ccccc1CN1CC2(CCN(C(=O)Cc3ccc(Cl)cc3)C2)C1	-4	9	-1	-10	25	6	-11	-2
CCCCOc1ccc(NC(=O)CCc2c(C)nc3nc[nH]n3c2=O)cc1	19	12	3	10	16	14	6	3
O=C1NC2(COC3(CCN(Cc4cccc(Cl)c4)CC3)C2)Nc2ccccc21 (stereo not drawn)	-119	-48	-1	-213	-4	-51	2	-5
O=C(NCC(c1ccsc1)N1CCOCC1)c1ccc(Cl)cc1 (stereo not drawn)	-3	-6	-2	-4	3	-7	-20	0
CCc1onc(C)c1C(=O)N1C[C@@H](c2ccccc2)[C@@H]2NC(=O)CCCC[C@H]21	1	9	1	15	10	12	0	3
Cc1noc(-c2ccnc(-n3cnc(C(=O)NC(C)c4ccccc4)c3)c2)n1 (stereo not drawn)	3	5	-2	14	8	7	0	0
Cc1nc(C2CCCCN2S(C)(=O)=O)nc2c1CC(=O)N2Cc1cccc(F)c1 (stereo not drawn)	-80	-123	-5	i	2	-113	-17	-9
Cc1nn(-c2ccc(F)cc2)c(Cl)c1/C=C(\CC(=O)O)c1nc2ccccc2s1	8	6	-5	-7	-1	1	-13	14
COc1ccc(CN2CCCC3(Cc4ccccc4CNC3=O)C2)cc1 (stereo not drawn)	0	-4	0	15	4	0	3	1
COc1ccc(Cn2nccc2NC(=O)C2COc3ccccc3O2)cc1 (stereo not drawn)	-9	-8	-3	-54	-4	-12	-4	-2
CN(Cc1ccccc1)C(=O)C1c2ccccc2C(=O)N(C)C1c1cccs1 (stereo not drawn)	-7	-4	-2	-18	-2	-13	-8	0
CCOc1nc2cccnc2n(Cc2cccc(Cl)c2)c1=O	-29	-19	-9	-113	-13	-32	-25	-9
COc1ccc(-c2noc(-c3ccc(N(C)Cc4ccco4)nn3)n2)cc1	31*	-7	1	-62	36*	-12	4	1
O=C(CCc1nnc2ccc(N3CCCCC3)nn12)N1CCOCC1	-12	-13	-3	-1	-1	-11	-1	0
O=C(NCc1ccccc1)c1cc(-c2ccn(CC3CC3)n2)n2ccccc12	-17	2	3	-63	18	7	-18	-6
CN(C)c1ccc(C(CNC(=O)Cc2ccc(Cl)cc2)N2CCCC2)cc1 (stereo not drawn)	-3	-8	-2	-6	-6	-15	-5	-3
C\C=C(/C=C(C)/C=C(C)/C=C/C=C(\C)C(=O)[C@]12O[C@H]1[C@@](O)(CCO)NC2=O)C(=O)OC	-49	-26	-18	-158	-94	-28	-18	-4
COc1ccc(CNC(=O)CSc2nnc3c4ccccc4nc(-c4ccco4)n23)cc1	-17	-2	0	-40	-1	-1	10	-5
COc1ccc(CN2CCCC23Cc2ccccc2CNC3=O)cc1 (stereo not drawn)	0	2	1	14	4	4	5	2
O=C(CC1(O)C(=O)N(CCc2ccccc2)c2ccc(Cl)cc21)c1ccc2c(c1)OCCO2 (stereo not drawn)	2	3	6	5	1	8	6	11
O=C(CCCCn1c(=O)c2ccccc2n(CC(=O)NC2CCCCC2)c1=O)NCCc1ccccc1	14	17	1	28	10	11	4	0
Cc1nc(Nc2ccc(Cl)cn2)sc1C(=O)NCCN1CCOCC1	2	13	1	21	2	6	2	0
SMILES	USP17 inh	OTUD3 block	UCHL1 inh	USP30 block	USP8 inh	USP28 inh	USP7 block	USP10 inh
Cc1ccc(C(=O)O)cc1NC(=O)C(Sc1cccc(NC(=O)c2cccc(Cl)c2)c1)c1ccccc1 (stereo not drawn)	85*	29	4	91*	40*	47*	-25	34*
O=c1[nH]c(C2CCN(S(=O)(=O)c3ccc(S(=O)(=O)NC4CCCCC4)cc3)CC2)nc2c1nnn2Cc1cccc(F)c1	-15	-22	-7	-72	-44	6	0	0
O=C(NCC1CCCOC1)C1(Cc2ccccc2-c2cccnc2)CCOCC1 (stereo not drawn)	15	7	0	17	0	2	1	-2
CCN1C[C@H]2C3(CCN(C(=O)Nc4ccccc4)CC3)CC[C@@]2(C(=O)NC)C1	-8	13	1	15	-195	0	5	0
COc1ccc(CNC(=O)Cn2cnc3ccccc32)cc1OC	1	-4	-2	-5	-1	-6	1	1
Cc1cc(C)c2cc(CN(CCN(C)C)C(=O)NC3CCCCC3)c(=O)[nH]c2c1	-5	-2	-1	-10	-21	0	-6	-7
CC(C)c1ccc(NC(=O)COc2nncc3ccccc23)cc1	22	4	0	33*	1	12	1	1
CC(=O)Nc1nsc(N2CCC(C(=O)NCc3ccccc3Cl)CC2)n1	4	7	-3	7	-1	9	2	0
CC1CC(=O)Nc2ccccc2N1C(=O)Nc1cccc(Cl)c1Cl (stereo not drawn)	-15	-3	-7	-4	-3	-31	-7	-2
Cc1ccc(-c2cc(NC(=O)CN3CCN(CC(=O)N(C)C)CC3)on2)cc1	-8	-6	-1	-21	-4	-9	-4	-1
CCCC(=O)Nc1c(-c2ccc3c(c2)OCO3)c(=O)c2ccccc2n1C	16	13	-2	19	1	19	0	0
Cc1ccccc1Cc1c(C)nc(N2CCN(c3ccccc3)CC2)[nH]c1=O	1	-2	0	2	4	-2	2	2
CC(C)n1cnc2nnc3ccc(C(=O)NC4CCCC4)cc3c21	-2	1	1	-3	-21	0	3	0
CN(C)c1ccc(C(CNC(=O)CCc2ccccc2)N2CCCC2)cc1 (stereo not drawn)	-2	0	-4	0	-5	-12	-1	1
Cc1ccc2cc3c(nc2c1)N(C(=O)c1cccc(Br)c1)CC3	18	-6	-5	-6	7	-5	-1	-3
CN(CCO)c1ncnc2c1sc1nc(-c3ccccc3)c3c(c12)CCC3	-36	-24	-5	-106	-6	-49	-7	-8
COc1ccc(CCNc2ncnc3c2oc2nc4c(cc23)COC(C)(C)C4)cc1OC	-37	-33	-1	-155	-8	-31	0	-5
Cc1nn(-c2nc3ccccc3[nH]2)c2c1C(c1cccc(F)c1)CC(=O)N2 (stereo not drawn)	-2	-3	-2	-4	19	-8	0	14
O=C(CC1CCCCC1)N1CCN(c2nnc3ccccn23)CC1	0	-6	-3	-14	0	-8	-1	0
Cc1cccc(C)c1-n1nnnc1C(C)(C)N1CCOCC1	2	-4	-1	-2	-1	-3	1	3
Cc1cc(Nc2cnccn2)nc(C2CCCN(CC(N)=O)C2)n1 (stereo not drawn)	7	13	2	22	-3	2	3	1
Cc1ccc(C(=O)Nc2c(C(=O)N3CCN(c4ccccc4)CC3)[nH]c3ccccc23)cc1	34*	46*	3	0	0	13	-4	4
CCc1ccc2c(c1)[C@]1(C(=O)N2)[C@@H]2C(=O)N(c3ccc(Cl)cc3Cl)C(=O)[C@@H]2[C@@H]2CCCN21	-118	-192	-154	i	-238	-238	-152	-6
CCN1CC2(CCN(c3ncccn3)CC2)COc2ccccc2S1(=O)=O	-17	-3	-2	0	-2	0	-3	0
CC(=O)c1ccc(OCc2csc(-c3ccc(F)cc3)n2)cc1	43*	18	9	37*	12	30*	9	7

Shown in markdown: entries from further up.
| SMILES | USP17 inh | OTUD3 block | UCHL1 inh | USP30 block | USP8 inh | USP28 inh | USP7 block | USP10 inh |
| --- | --- | --- | --- | --- | --- | --- | --- | --- |
| COc1ccc(Cn2nccc2NC(=O)C2COc3ccccc3O2)cc1 (stereo not drawn) | -9 | -8 | -3 | -54 | -4 | -12 | -4 | -2 |
| CN(Cc1ccccc1)C(=O)C1c2ccccc2C(=O)N(C)C1c1cccs1 (stereo not drawn) | -7 | -4 | -2 | -18 | -2 | -13 | -8 | 0 |
| CCOc1nc2cccnc2n(Cc2cccc(Cl)c2)c1=O | -29 | -19 | -9 | -113 | -13 | -32 | -25 | -9 |
| COc1ccc(-c2noc(-c3ccc(N(C)Cc4ccco4)nn3)n2)cc1 | 31* | -7 | 1 | -62 | 36* | -12 | 4 | 1 |
| O=C(CCc1nnc2ccc(N3CCCCC3)nn12)N1CCOCC1 | -12 | -13 | -3 | -1 | -1 | -11 | -1 | 0 |

The results go on.
SMILES	USP17 inh	OTUD3 block	UCHL1 inh	USP30 block	USP8 inh	USP28 inh	USP7 block	USP10 inh
COc1ccc(C(=O)Nc2ccc3c(c2)Sc2ncccc2C(=O)N3C)cn1	7	-3	-3	-35	-11	65*	1	-3
Fc1ccccc1CSc1nnc(-c2cnccn2)n1Cc1ccco1	9	10	2	23	3	24	-11	-1
COc1ccc(C(=O)c2c[nH]c(C(N)=O)c2)cc1	3	14	3	20	-1	3	6	1
COc1ccc(NC(=O)CN2CCC3(O)CCCCC3C2c2ccccc2OC)cc1 (stereo not drawn)	-19	-7	2	-16	-32	-9	1	-4
CC(Oc1ccccc1)C(=O)N1CCC2(CC1)NC(=O)N(Cc1ccc(F)cc1)C2=O (stereo not drawn)	nt	-8	0	-5	-7	-10	-7	-1
Cc1ccc(C(=O)N2Cc3c(Cn4ccnc4)nn(C)c3C2)cc1	-11	0	-1	nt	0	nt	1	0
O=S(=O)(c1ccccc1)N1CCCN(c2nc3cccnc3s2)CC1	-1	2	0	nt	-8	nt	-1	-3
COc1ccc(OCC(=O)NCc2csc(-c3ccccc3)n2)cc1	13	0	1	10	-9	-2	0	7
COc1ccc(NS(=O)(=O)c2ccc(C)c(NC(=O)CCOc3cccc(C)c3)c2)cc1	1	1	1	15	9	0	6	18
Cc1cc(C(=O)CN2CCN(Cc3ccc4c(c3)OCO4)CC2)c(C)n1-c1ccc2c(c1)OCO2	55*	6	0	-16	21	18	-8	-8
c1coc(-c2cc3nc(NCCCn4ccnc4)ccn3n2)c1	46*	-23	-10	-92	15	23	-5	-6
CSCC[C@H](NC(=O)[C@H](Cc1ccccc1)n1c(=O)[nH]c2ccccc2c1=O)C(=O)NCC1CCC(C(=O)O)CC1 (stereo partly drawn)	-4	-12	-2	-8	-36	-3	0	0
CCc1ccccc1NC(=O)C1CCCN(c2nc(-c3ccc(OC)cc3)no2)C1 (stereo not drawn)	14	18	1	24	20	16	4	9
Cc1nn(-c2ccccc2)cc1-c1noc(C(=O)NCc2ccco2)n1	12	11	3	24	1	17	-57	8
C[C@H]1C(=O)N(C)[C@@H]2CCN(C(=O)Nc3ccc4ccccc4c3)[C@@H]2C(=O)N1C	6	2	0	5	5	0	3	0
O=c1[nH]c(=O)n(-c2ccccc2F)c2c1CN(CCc1ccccc1)CN2	9	11	0	21	29	4	4	3
O=C(Nc1ccc(-n2cccc2)c(Cl)c1)c1cccc([N+](=O)[O-])c1	27	-6	6	-65	-2	-31	-38	9
O=C(NC1CCCC1)N1C[C@H]2C[C@H]3[C@](C1)(CN(Cc1ccc(Cl)cc1)S3(=O)=O)O2	0	9	3	8	-6	14	-3	2
COc1cc2cc(CNc3ccccc3)c(=O)n(CC(=O)Nc3cccc(Cl)c3)c2cc1OC	-143	-130	-13	-430	-157	-213	-11	-10
Cc1ccc(C(=O)N2CCC(n3cnnc3-c3ccccc3)CC2)cc1	-3	5	0	4	1	6	5	0
CC(NC(=O)c1cccc(N2CCCC2=O)c1)c1ccccc1 (stereo not drawn)	12	8	2	27	16	5	2	2
COC(=O)c1cccc(NC(=O)c2nc(C)n(C3CCN(C)CC3)c2C)c1	-7	3	3	9	2	10	3	-1
CNC(=O)C1(c2cnccn2)CCCN1Cc1cc2ccccc2o1 (stereo not drawn)	6	0	3	16	-1	2	-10	-2
CCc1nc2c(c(C(=O)NCc3cccnc3)n1)OCCO2	-17	1	-3	7	-5	-17	-3	0
Cc1nn(CCC(=O)Nc2ccc(C#N)cc2)c(C)c1S(=O)(=O)N1CCOCC1	-3	1	4	1	-11	0	7	7
O=C(c1cccnc1)N1CCCC2(COCCN(c3cccnc3)C2)C1 (stereo not drawn)	11	10	1	9	-1	-34	4	-3
Cn1cccc1-c1cc2n(n1)CCCN2C(=O)CCC(=O)NC1CC1	-39	-38	-6	-129	-55	-39	-7	-6
CCc1ccc(NC(=O)CSc2ccc(N3CCC(C(=O)NC4CC4)CC3)nn2)cc1	62*	38*	5	62*	81*	67*	10	10
